UPR CHOP act – activators of apoptotic CHOP UPR arm, primary screen, cell-based, CHO-CHOP luciferase reporter, luminescence, uHTS; UPR activation; percent of tunicamycin response over DMSO baseline; activation, % at 10 µM; actives 0.34% (n = 330,000);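 active = at 10 µM dose, activation of 40% or more, normalized to positive control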;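 also: 100% = tunicamycin at 10 µg/mL and 0% = DMSO alone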
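Assay system: CHO-CHOP cells, stable luciferase reporter of PERK-eIF2a-CHOP signalling / Buffer or medium: F12 plus 10% serum / Compound dosing: one dose, 10 µM in 0.5% DMSO / Times: 6 h compound treatment, 37 °C / Technique: luciferase luminescence / Read-out: % reporter activation, DMSO baseline versus tunicamycin full activation / Benchmarks: tunicamycin and DMSO controls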
NALP3 yeast inh – NALP3 inflammasome inhibitors in reconstituted yeast, primary screen, luminescence, uHTS | actives 0.39% (n = 330,000) | inhibition, % at 10 µM | AID 2825, 2010 | Yeast reconstituted NLRP3/ASC/caspase-1, beta-gal luminescence, 24 h;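 active = inhibition of 50% or more; inactive = inhibition below 50%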;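 also: plate controls were induced DMSO wells for no effect and uninduced yeast grown without galactose for full effect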
Mdm2 MdmX PPI – inhibitors of human Mdm2-MdmX association, primary screen, cell-based, luminescence, split luciferase, SaOS-2, uHTS | Protein Mdm4 (Homo sapiens) + E3 ubiquitin-protein ligase Mdm2 (Homo sapiens), … | SaOS-2 split-luciferase Mdm2/MdmX complementation | inhibition, % at 8 µM | actives 3% (n = 330,000);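 active = inhibition of at least 50% at 8 µM in the primary screen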
Target sequence (O15151 whole entry, looked up): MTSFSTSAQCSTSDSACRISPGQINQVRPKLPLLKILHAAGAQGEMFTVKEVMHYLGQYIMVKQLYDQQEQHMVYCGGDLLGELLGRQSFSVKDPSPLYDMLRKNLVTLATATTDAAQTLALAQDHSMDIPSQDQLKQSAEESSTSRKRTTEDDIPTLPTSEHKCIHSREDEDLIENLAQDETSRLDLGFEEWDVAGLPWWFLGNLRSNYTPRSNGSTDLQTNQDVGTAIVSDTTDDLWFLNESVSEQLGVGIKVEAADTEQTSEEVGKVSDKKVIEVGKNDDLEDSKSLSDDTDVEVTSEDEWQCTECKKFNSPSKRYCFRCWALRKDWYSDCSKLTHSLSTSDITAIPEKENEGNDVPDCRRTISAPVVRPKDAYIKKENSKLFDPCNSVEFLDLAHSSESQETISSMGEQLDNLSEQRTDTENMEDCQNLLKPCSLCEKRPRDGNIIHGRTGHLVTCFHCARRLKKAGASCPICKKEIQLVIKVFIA
Target sequence (Q00987 whole entry, looked up): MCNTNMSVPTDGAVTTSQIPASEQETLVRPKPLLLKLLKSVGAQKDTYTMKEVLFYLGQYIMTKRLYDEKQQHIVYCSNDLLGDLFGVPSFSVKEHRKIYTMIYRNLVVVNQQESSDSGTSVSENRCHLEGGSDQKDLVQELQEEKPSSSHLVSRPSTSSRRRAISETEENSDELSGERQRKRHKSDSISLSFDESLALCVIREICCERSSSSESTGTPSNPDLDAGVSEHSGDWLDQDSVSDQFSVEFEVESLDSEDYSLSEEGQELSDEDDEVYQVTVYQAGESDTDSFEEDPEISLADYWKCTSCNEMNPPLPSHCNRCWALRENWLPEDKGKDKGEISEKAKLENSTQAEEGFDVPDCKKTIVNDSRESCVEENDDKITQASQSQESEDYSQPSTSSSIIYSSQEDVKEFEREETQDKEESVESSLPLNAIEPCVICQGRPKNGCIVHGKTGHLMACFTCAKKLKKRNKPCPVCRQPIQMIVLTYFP
TIM10 inh – growth inhibitors of isogenic TIM10 control yeast, primary screen, counter-screen for tim10-1 yeast inhibitor project, luminescence, uHTS. actives 1.4% (n = 330,000). S. cerevisiae TIM10 strain growth, BacTiter-Glo luminescence, 24 h. inhibition, % at 10 µM;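 active = inhibition of 40% or more at the single tested concentration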;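 also: wild-type TIM10 isogenic control strain grown at permissive 25 °C; 0% = DMSO yeast wells and 100% = minimal medium wells without yeast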
NR3A LBD binder – binders of NR3A ligand-binding domain, primary screen, biophysical, differential scanning fluorimetry, uHTS; actives 2.5% (n = 340,000); Glutamate receptor ionotropic, NMDA 3A (GRIN3A) ligand-binding domain; NR3A LBD differential scanning fluorimetry, Tm shift; 0% = protein alone, 100% = glycine-bound protein; Tm shift relative to glycine control, % at 25 µM;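 active = melting temperature shift of at least 10% of the positive control shift, at one fixed dose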
UPR XBP1 act – activators of adaptive XBP1 UPR arm, primary screen, cell-based, CHO-XBP1 luciferase reporter, luminescence, uHTS. AID 463104, 2010. actives 0.33% (n = 330,000). IRE1-XBP1 UPR activation; percent of tunicamycin response, DMSO as zero. activation, % at 20 µM;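 active = versus positive control, 20 µM dose yields 30% or more activation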;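 also: 100% = tunicamycin at 10 µg/mL and 0% = DMSO only wells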
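assay system = CHO-XBP1 luciferase reporter cells | amount = 1000 cells/well | buffer or medium = F12 plus 10% FBS | compound dosing = single point, 20 µM final compound, 1% DMSO | incubation = 16-18 h cell attachment at 37 °C, then 6 h compound exposure | detection = Steady-Glo luminescence read | controls = tunicamycin 10 µg/mL and vehicle-only wells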
tim10-1 inh – growth inhibitors of tim10-1 mutant yeast, primary screen, luminescence, uHTS. S. cerevisiae tim10-1 ts strain growth, BacTiter-Glo, 24 h. inhibition, % at 20 µM. actives 2.2% (n = 330,000). AID 463190, 2010;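 active = inhibition of at least 40%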;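 also: mutant grown at 25 °C; 0% = DMSO wells with yeast and 100% = wells holding no yeast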
APJ agonist – agonists of human apelin receptor APJ, primary screen, CHO-K1 cells, PathHunter beta-arrestin, luminescence. P35414. 0% DMSO wells, 100% apelin. activation, % at 20 µM. actives 0.11% (n = 330,000);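 active = activation more than six SD over the plate average, tested at 20 µM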;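 also: 0% = DMSO alone and 100% = apelin-13 at 10 nM; some results filed as inactive read as strong as hits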
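Incubation: overnight seeding, 90 min compound at 25 °C, 1 h detection; test system: PathHunter CHO-K1 APJ (AGTRL-1) beta-arrestin reporter cells; amount: 1000 cells/well; doses: one dose, 20 µM compound, 1% DMSO; measured by: beta-gal luminescence; measure: agonist-driven arrestin binding to APJ; benchmarks: negative DMSO alone, positive Apelin-13 at 10 nM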
tim23-1 inh – growth inhibitors of tim23-1 mutant yeast, primary screen, luminescence, uHTS; S. cerevisiae tim23-1 growth, BacTiter-Glo luminescence, 24 h; actives 1.3% (n = 330,000); inhibition, % at 20 µM; AID 463212, 2010;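 active = growth inhibition of the mutant yeast at or above 50%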;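 also: temperature-sensitive mutant grown at 25 °C; plate controls were DMSO-treated mutant yeast for no effect and medium wells lacking yeast for full effect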
The depositor's hits bear a star; i = inactive; . = not tested or not shown.

Structure,UPR CHOP act,NALP3 yeast inh,Mdm2 MdmX PPI,TIM10 inh,NR3A LBD binder,UPR XBP1 act,tim10-1 inh,APJ agonist,tim23-1 inh
Cc1ccc([N+](=O)[O-])cc1S(=O)(=O)N1CCCCC1C(=O)O (stereo not given),0.9,5.5,-15.7,2.8,0.8,-0.4,i,-2.1,0.3
Cn1c(=O)c2c(nc(NCc3ccc4c(c3)OCO4)n2Cc2ccccc2Cl)n(C)c1=O,-1.1,6.5,12.1,-3.3,-1.2,-3.0,14.0,2.2,-5.4
O=C(c1ccccc1)c1ccc(-n2ccnc2)c([N+](=O)[O-])c1,-0.2,7.4,-4.4,-10.9,-1.4,1.0,-10.9,-0.8,-4.2
O=S(=O)(NCC1CCCO1)c1cc(Cl)ccc1Cl (stereo not given),0.4,-3.3,16.9,-12.3,-0.1,-2.6,-9.1,-5.4,-18.3
CN(C)c1cccc(C(=O)OC(C(=O)Nc2ccc([N+](=O)[O-])cc2Br)c2ccccc2)c1 (stereo not given),1.2,14.5,-5.7,7.6,-1.5,-0.7,-0.5,-3.2,-11.6
CC(C)(C)NC(=O)NC(=O)COc1ccccn1,-0.8,11.3,-28.4,-13.1,-2.1,-2.2,-0.4,-0.9,0.6
Cc1ccc(NS(=O)(=O)c2ccc(-c3coc(C)n3)cc2)c(C)c1,0.0,13.2,33.6,16.6,-2.4,-3.4,24.3,3.0,26.6
O=C(NCCCn1ccnc1)/C(=C/c1ccco1)NC(=O)c1ccco1,-2.7,8.5,0.3,4.4,-0.1,3.8,-7.6,2.6,-14.9
CCCCCn1c(N2CCC(Cc3ccccc3)CC2)nc2c1c(=O)[nH]c(=O)n2C,0.5,25.7,57.8*,-91.9,-2.1,18.5,12.0,0.6,26.0
COc1ccc([N+](=O)[O-])cc1NC(=O)CCc1ccccc1,3.6,23.9,-0.9,5.2,-0.1,-1.9,27.1,-1.0,15.1
N/C(=N\OC(=O)Cc1ccccc1)c1cccnc1,2.1,20.8,5.4,6.4,-0.5,-0.3,3.8,3.7,7.4
CCOC(=O)C(CC)(CC)C(=O)/C=C/c1ccc(OC)cc1,-0.6,22.8,18.4,-11.5,-0.4,-3.0,12.2,-6.8,24.4
CC(C)CNC(=O)c1ccc(NC(=O)c2cccs2)cc1,3.9,7.9,-10.8,24.0,-0.2,1.1,6.4,-3.4,17.0
O=C(c1cc(-c2cccs2)nc2ccccc12)N1CCN(c2ccccc2)CC1,-1.6,0.1,13.9,28.7,-5.6,0.3,33.0,0.0,16.2
Cc1cc(NCc2ccccc2Cl)n2nnnc2n1,0.7,10.1,9.4,-5.4,-0.2,-3.9,-5.6,-1.3,8.3
O=S(=O)(c1cc(Cl)sc1Cl)N1CCCC1,0.3,30.1,17.1,-5.6,0.4,-3.0,-16.3,-4.1,12.9
COc1ccc(C2C(C#N)=C(C)NC3=C2C(=O)c2ccccc23)cc1 (stereo not given),0.8,16.7,19.1,-4.8,-5.0,2.5,2.7,-6.2,10.8
CCc1ccc(/C=C2/SC(=S)N(CCC(=O)Nc3cccnc3)C2=O)cc1,3.7,-1.3,28.4,4.4,0.3,1.2,-0.1,1.3,8.1
COc1ccc(C(=O)NCc2oc(-c3ccccc3)cc2C(=O)O)cc1,-2.9,-9.1,1.6,-2.5,3.9,-1.2,11.9,-1.7,13.1
COC(=O)c1ccc(CNC(=O)CSc2nnc(COc3ccccc3)n2C)o1,-2.9,3.1,7.5,3.9,-1.5,-2.3,-5.4,-3.4,13.8
O=C(Nc1ccc(Sc2ccc(Br)cc2)cc1)c1ccco1,5.6,16.6,-22.2,9.2,11.6*,-1.4,13.0,1.4,15.8
CC1CN(C(=O)COC(=O)c2ccc(N)c([N+](=O)[O-])c2)CC(C)O1 (stereo not given),0.5,-8.6,6.1,5.7,-1.1,1.1,7.6,-6.0,-4.6
COCCNC(=O)CN(C(=O)CCC(=O)Nc1ccccn1)c1ccc(F)c(Cl)c1,-0.7,18.4,0.4,3.9,.,-5.0,2.2,-0.8,14.9
Cc1ccccc1C(=O)Nc1cccc(C(=O)N/N=C/c2cc(Cl)cc([N+](=O)[O-])c2O)c1,-0.7,20.4,26.0,18.3,4.6,5.9,41.2*,-7.7,8.4
Cn1ccc(=S)c2ccccc21,30.9,4.3,-20.4,-3.9,-0.8,0.9,7.8,-1.3,8.0

In a second layout: 2 of the compounds above
The line under a structure holds: UPR CHOP act	NALP3 yeast inh	Mdm2 MdmX PPI	TIM10 inh	NR3A LBD binder	UPR XBP1 act	tim10-1 inh	APJ agonist	tim23-1 inh
CN(C)c1cccc(C(=O)OC(C(=O)Nc2ccc([N+](=O)[O-])cc2Br)c2ccccc2)c1 (stereo not given)
 : 1.2	14.5	-5.7	7.6	-1.5	-0.7	-0.5	-3.2	-11.6
CCOC(=O)C(CC)(CC)C(=O)/C=C/c1ccc(OC)cc1
 : -0.6	22.8	18.4	-11.5	-0.4	-3.0	12.2	-6.8	24.4

Another view of some results above:
Values run as follows: UPR CHOP act, NALP3 yeast inh, Mdm2 MdmX PPI, TIM10 inh, NR3A LBD binder, UPR XBP1 act, tim10-1 inh, APJ agonist, tim23-1 inh
O=C(Nc1ccc(Sc2ccc(Br)cc2)cc1)c1ccco1
    5.6, 16.6, -22.2, 9.2, 11.6*, -1.4, 13.0, 1.4, 15.8
CC1CN(C(=O)COC(=O)c2ccc(N)c([N+](=O)[O-])c2)CC(C)O1 (stereo not given)
    0.5, -8.6, 6.1, 5.7, -1.1, 1.1, 7.6, -6.0, -4.6

The list goes on:
Structure,UPR CHOP act,NALP3 yeast inh,Mdm2 MdmX PPI,TIM10 inh,NR3A LBD binder,UPR XBP1 act,tim10-1 inh,APJ agonist,tim23-1 inh
Cn1cccc1/C=N/n1c(-c2ccc(Cl)cc2)n[nH]c1=S,0.6,8.0,19.9,-2.8,1.8,-0.1,-9.4,-0.1,0.7
COCCN1Cc2cccc(C(=O)Nc3ccc(C)c(C)c3)c2C1=O,2.3,14.7,8.6,0.4,7.3,1.3,37.7,-0.5,-10.0
CCOC(=O)C1=C(N)N(c2ccc(C)cc2)C2=C(C(=O)CCC2)C1c1cccs1 (stereo not given),1.8,-15.5,19.2,2.2,-0.2,0.2,21.0,-4.3,33.2
CC(C(=O)Nc1ccccc1-c1ccccc1)N1CCN(C(=O)c2ccccc2)CC1 (stereo not given),0.2,-1.6,4.8,-23.9,-4.2,-2.3,-8.9,-1.8,-4.5
Cc1ccc(C(=O)N/C(=C\c2ccc3c(c2)OCO3)C(=O)Nc2ccc(C(=O)O)cc2)cc1,-0.3,9.1,6.9,3.4,0.6,-1.0,5.7,-1.8,10.9
CCN(CC)CCN1C(=O)C(=O)/C(=C(/O)c2ccc(OC(C)C)cc2)C1c1cccs1 (stereo not given),2.1,5.4,12.1,-18.7,2.9,0.0,-6.4,-4.5,5.6
Cc1ccc(N=CC2=C(O)CC(c3ccc(Cl)cc3)CC2=O)cc1 (stereo not given),1.9,12.1,12.9,-1.0,-5.2,2.4,-2.6,-2.3,-5.1
COc1ccc(/C=C2\SC(=S)N(CCCC(=O)N3CCOCC3)C2=O)cc1OC,0.1,22.5,39.2,9.8,1.0,5.8,1.8,-1.7,17.3
Cc1ccc(S(=O)(=O)N2CCN(c3ccccc3)CC2)cc1C(=O)NC1CCCCC1,-1.9,20.9,22.1,7.4,-0.6,-2.8,12.0,7.2,16.5
CCc1nnc(SC(C)C(=O)Nc2nccs2)n1C (stereo not given),-0.9,13.0,27.2,-12.8,-1.2,-4.0,-21.4,-1.7,1.8
C#CCOCCOCCOCCNc1nc(N2CCN(C(=O)CCCCCCCCCCNC(=O)[C@H](CO)n3cc(CCCSC)nn3)CC2)nc(N2CCN(C(=O)CCCCCCCCCCNC(=O)[C@H](CCCN=C(N)N)n3cc(C[C@@H](C)CC)nn3)CC2)n1,0.6,17.4,-1.9,5.0,7.4,1.4,23.2,10.6,27.0
O=C(NCc1ccc(Cl)cc1)c1noc2c1CCCC2,1.2,22.9,-39.0,12.9,0.5,0.7,15.4,-3.9,28.1
CNS(=O)(=O)c1cccc(C(=O)OCc2csc(-c3ccccc3)n2)c1,0.9,8.7,-28.2,0.8,-18.5,-0.7,17.3,1.7,18.4
Cc1ccc(-n2c(=O)[nH]c3ncccc3c2=O)cc1,0.1,0.7,-10.0,16.1,0.2,-0.8,18.6,-3.9,-3.9
CCCNC(=O)C(Cc1ccc(Cl)cc1)NC(=O)c1ccc(-c2ccccc2)cc1 (stereo not given),6.0,7.6,58.7*,1.4,2.2,6.5,8.8,-3.9,7.7
Cn1cc(/C=C/C(=O)N2CCCC(C(=O)c3ccc(C(C)(C)C)cc3)C2)cn1 (stereo not given),4.0,-0.5,8.9,3.3,-1.2,-0.5,38.5,-0.8,22.5
CCOC(=O)C(NCCc1ccc(F)cc1)(NC(=O)CC)C(F)(F)F (stereo not given),-1.9,14.3,-16.0,-18.2,-12.7,-0.9,-31.2,-0.3,-80.1
O=C(Cn1ccc([N+](=O)[O-])n1)NCc1nc2ccccc2[nH]1,-0.1,-8.3,18.2,8.2,0.1,3.9,37.7,-1.9,10.4
Cc1ccc(S(=O)(=O)NCC2(c3ccccc3)CCOCC2)cc1,-2.0,9.9,9.4,4.9,-0.7,-0.1,9.3,-0.5,0.9
O=C(O/N=C1/CCSc2ccccc21)c1ccccc1,2.7,2.5,10.6,8.3,1.0,3.8,21.3,0.6,25.6
Nc1oc2ccc(F)cc2c(=O)c1C=O,2.3,7.2,15.1,1.1,-4.3,1.2,-12.6,-1.1,4.8
CCc1nnc(NS(=O)(=O)c2ccc(NC(=O)c3cccc([N+](=O)[O-])c3)cc2)s1,-0.2,-4.2,3.2,-3.1,-1.6,-0.9,-7.9,0.6,-0.8
COc1ccccc1N1CC(C(=O)Nc2ccc(C)c(S(=O)(=O)N3CCOCC3)c2)CC1=O (stereo not given),0.9,5.2,-8.0,-1.6,1.9,3.3,-2.0,-3.0,-1.4
CCOC(=O)c1nnc(-c2ccccc2)nc1N1CCSCC1,-2.3,3.0,-22.1,36.1,-4.0,1.7,26.1,-1.8,35.0
Cc1ccc(CCNC(=O)CSCc2ccc(F)cc2)cc1,0.1,21.1,14.2,-0.9,-0.4,-5.3,19.7,-2.5,21.9
Cc1ccc(C(C)NC(=O)c2cccs2)cc1 (stereo not given),-1.5,5.6,-37.8,-7.6,-3.5,-1.9,-4.3,1.4,3.2
CC(=O)Nc1ccc(NC(=O)C(C)c2cccc(C(=O)c3ccccc3)c2)cc1 (stereo not given),3.1,-4.3,16.8,9.9,0.5,-2.5,14.7,-0.4,-4.4

Assay outcomes (PubChem BioAssay)
